Screening data: PubChem, The Scripps Research Institute Molecular Screening Center
FBW7 activator = FBW7 E3 ligase activators, primary screen, biochemical, AlphaScreen, human. AlphaScreen FBW7–phospho-cyclin E peptide binding, activator screen. F-box/WD repeat-containing protein 7 (Homo sapiens), Q969H0. actives 0.13% (n = 650,000). AID 1259310, 2017. normalized activity (activation), % at 26.1 µM; in the data active means normalized activity above about 1.9%;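 further: purified mutant Fbw7 with reduced substrate affinity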
TEAD-YAP inh = TEAD-YAP interaction inhibition, primary screen, TEAD-YAP interaction inhibitor project, luminescence, HEK-TIYL cells | TEAD-Gal4/YAP UAS-luciferase luminescence | inhibition, % at 9.12 µM | actives 1.4% (n = 640,000) | AID 1259422, 2018; in the data active means inhibition above about 32%;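 further: 0% = median of test compound wells and 100% = reference inhibitor wells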
GPR151 ag = activators of human GPR151, primary screen, cell-based, PathHunter beta-arrestin, luminescence | G-protein coupled receptor 151 (Homo sapiens), Q8TDV0 | PathHunter beta-arrestin GPR151 cells | activation, % at 11.2 µM | actives 1% (n = 650,000); in the data active means activation above about 4.9%;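 further: 0% = median of compound wells and 100% = cells with positive control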
Target sequence (Q8TDV0 whole entry, looked up): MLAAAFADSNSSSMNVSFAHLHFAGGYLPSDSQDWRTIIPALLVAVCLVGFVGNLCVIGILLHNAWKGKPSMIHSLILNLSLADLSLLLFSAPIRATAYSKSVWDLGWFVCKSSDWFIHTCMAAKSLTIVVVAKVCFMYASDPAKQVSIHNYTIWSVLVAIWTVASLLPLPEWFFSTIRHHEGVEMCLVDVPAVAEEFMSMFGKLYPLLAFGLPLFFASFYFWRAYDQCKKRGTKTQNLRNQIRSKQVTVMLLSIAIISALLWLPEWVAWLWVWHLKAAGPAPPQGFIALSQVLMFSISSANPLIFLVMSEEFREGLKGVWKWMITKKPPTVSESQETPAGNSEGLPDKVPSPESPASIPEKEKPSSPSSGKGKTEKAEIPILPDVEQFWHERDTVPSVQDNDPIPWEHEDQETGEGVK
MITF primary = MITF inhibitors, primary screen, biochemical, AlphaScreen, human; Microphthalmia-associated transcription factor (Homo sapiens), O75030; AlphaScreen MITF homodimerization, bead proximity signal; inhibition, % at 2.6 µM; actives 0.91% (n = 650,000); in the data active means inhibition above about 50%;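 further: 0% = vehicle wells with protein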
Target sequence (O75030 whole entry, looked up): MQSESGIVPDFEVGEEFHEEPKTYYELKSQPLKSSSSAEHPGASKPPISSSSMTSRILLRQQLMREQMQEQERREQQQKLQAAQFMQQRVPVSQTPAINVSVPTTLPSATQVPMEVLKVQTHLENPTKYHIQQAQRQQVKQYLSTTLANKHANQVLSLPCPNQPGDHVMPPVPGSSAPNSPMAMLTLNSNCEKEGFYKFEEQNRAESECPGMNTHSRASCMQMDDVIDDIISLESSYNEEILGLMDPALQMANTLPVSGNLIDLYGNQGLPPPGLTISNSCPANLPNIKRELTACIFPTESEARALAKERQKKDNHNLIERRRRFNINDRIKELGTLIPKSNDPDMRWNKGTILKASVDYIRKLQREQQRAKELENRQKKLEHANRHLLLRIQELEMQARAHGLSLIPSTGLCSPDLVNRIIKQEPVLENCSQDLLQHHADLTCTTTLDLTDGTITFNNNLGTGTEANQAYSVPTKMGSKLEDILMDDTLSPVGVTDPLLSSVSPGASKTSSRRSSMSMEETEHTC
Active calls of the source: *.

1: COc1ccc(/C=C/C(=O)OCCN2CCOCC2)cc1
2: Cc1cnc2c(c1C)c(=O)n(C)c(=O)n2C
3: Cc1sc2c(c1C)C(=O)NC(c1ccccc1F)N2 (centres undefined)
4: COc1ccccc1CN1CCN2C(=O)[C@H](C)NC(=O)[C@H]2C1
5: NC(=O)c1c(NC(=O)c2cc3cc(Br)ccc3oc2=O)sc2c1CCCC2
6: CS(=O)(=O)N1CCC(C(=O)Nc2cccc([N+](=O)[O-])c2)CC1
7: CC(C)(C)N1CN2C(=O)N3CN(C(C)(C)C)CN4C(=O)N(C1)C2C34 (centres undefined)
8: Cc1c(NC(=O)CO/N=C(\N)c2nonc2N)c(=O)n(-c2ccccc2)n1C
compound no. | 1 | 2 | 3 | 4 | 5 | 6 | 7 | 8
FBW7 activator | -0.1 | 0.1 | 0.0 | -0.2 | 0.8 | 0.0 | 0.5 | -0.2
TEAD-YAP inh | 5 | 6 | -16 | 3 | 1 | 10 | 10 | -12
GPR151 ag | -0.5 | -0.4 | 2.7 | 2.8 | -0.3 | 1.1 | -1.1 | 0.0
MITF primary | 13 | 5 | 18 | -3 | 5 | 13 | 10 | 0

Complete entries as entered above. Order of screens: FBW7 activator	TEAD-YAP inh	GPR151 ag	MITF primary
COc1ccc(/C=C/C(=O)OCCN2CCOCC2)cc1 is listed as -0.1	5	-0.5	13
Cc1sc2c(c1C)C(=O)NC(c1ccccc1F)N2 (centres undefined) is listed as 0.0	-16	2.7	18
NC(=O)c1c(NC(=O)c2cc3cc(Br)ccc3oc2=O)sc2c1CCCC2 is listed as 0.8	1	-0.3	5

Remaining list, next part.
9: CCN1C(=O)C(O)(CC(=O)c2cccc(Br)c2)c2ccccc21 (centres undefined)
10: CCn1c(N2CCN(C(=O)NC3CCCCC3)CC2)nc2ccccc21
11: Cc1cc(NC(=O)c2ccc3c(c2)OCCO3)no1
12: Cc1nn(CC(=O)NCC#N)c(C)c1[N+](=O)[O-]
13: CCOC(=O)Cn1c(=O)oc2cc(Br)ccc21
14: CCC(C)NC(=S)NNC(=O)c1ccncc1 (centres undefined)
15: CCc1c(C)nc(N2CCN(C(=O)N3CCCCC3)CC2)[nH]c1=O
16: CC(C)(C)NC(=O)c1ccccc1-c1ccccc1C(=O)O
compound no. | 9 | 10 | 11 | 12 | 13 | 14 | 15 | 16
FBW7 activator | -0.1 | 0.0 | 0.8 | 0.0 | 0.0 | -0.1 | 0.0 | 0.0
TEAD-YAP inh | 2 | 0 | 79* | -4 | 0 | -5 | -4 | 7
GPR151 ag | -0.2 | -0.2 | -6.5 | 5.0* | 0.3 | 0.3 | -0.1 | -1.2
MITF primary | -3 | 1 | 8 | -3 | -2 | -7 | -4 | 11

17: COC(=O)c1sc(NC(=O)Cc2ccc(Br)cc2)c(C#N)c1C
18: COc1cccc(C2c3c(-c4ccccc4O)n[nH]c3C(=O)N2CCO)c1 (centres undefined)
19: COc1ccc(S(=O)(=O)N2CCN=C2SCc2ccc(F)cc2)cc1
20: Cc1ccc(C(=O)CN2C(=O)C(C)(C)Oc3ccc(C(=O)N4CCCC4)cc32)cc1
21: O=C(NCCCN1CCOCC1)C1(c2cccs2)CCOCC1
22: Cc1ccsc1C(=O)OCC(=O)N(C(C)C)C(C)C
23: COc1ccc(CN(Cc2cc3cccc(C)c3[nH]c2=O)C(C)=O)cc1
24: Cc1ccc(Cl)cc1N=Cc1nc(-c2cccc3ccccc23)oc1O
compound no. | 17 | 18 | 19 | 20 | 21 | 22 | 23 | 24
FBW7 activator | -0.2 | 0.1 | 0.1 | 0.1 | 0.1 | 0.3 | 0.0 | 0.1
TEAD-YAP inh | 2 | -2 | 1 | 6 | -3 | 11 | -11 | -6
GPR151 ag | -2.1 | -0.2 | -1.1 | 0.2 | 1.2 | -0.9 | 1.1 | -1.2
MITF primary | 6 | 12 | 3 | -3 | 2 | 8 | 0 | -4

25: COC(=O)Cn1cc(S(=O)(=O)NCc2cccc(OC)c2)c2cc([N+](=O)[O-])ccc21
26: O=C(CSc1nc2ccccc2c(=O)n1CC1CCC(C(=O)NCCc2ccccc2)CC1)Nc1nccs1 (centres undefined)
27: Cc1ccc(N2C(=O)NC(=O)/C(=C/c3ccc(O)c(O)c3)C2=O)cc1
28: FC(F)(F)c1ccc(N/N=C/c2cccnc2)nc1
29: OC(CNc1ncnc2sc3c(c12)CCCC3)c1ccccc1 (centres undefined)
30: N#CC1=C(N=Cc2c(O)ccc3ccccc23)CCC1
31: CCOC(=O)c1sc(N)c(C#N)c1CSc1nnc(C2CCCCC2)n1N
32: O=C(Nc1nc2ccc(S(=O)(=O)N3CCOCC3)cc2s1)C1CCCO1 (centres undefined)
compound no. | 25 | 26 | 27 | 28 | 29 | 30 | 31 | 32
FBW7 activator | 0.8 | -0.1 | -0.3 | 0.0 | 0.8 | -0.1 | -0.1 | 0.0
TEAD-YAP inh | 5 | -3 | -7 | -36 | 5 | 3 | 2 | 1
GPR151 ag | -0.4 | 0.0 | 0.7 | -2.0 | -1.1 | -0.7 | 1.4 | -0.5
MITF primary | 3 | 15 | -7 | 15 | -7 | 24 | 4 | -1

33: COc1ccc(C(=O)NC(=S)Nc2cccc(NC(=O)c3ccco3)c2)cc1
34: CC(=O)Oc1ccc(/C=C(\C#N)C(=O)Nc2ccc([N+](=O)[O-])cc2C)cc1
35: O=C(NCc1ccco1)c1ccc2nc3sc4c(c3c(=O)n2c1)CCCC4
36: COc1ccc(CCNC(=O)c2cc(-c3ccccc3OC)n[nH]2)cc1OC
37: NC(=O)c1ccc(-c2cncc(C(=O)NCCCN3CCCC3=O)c2)cc1
38: COC(=O)c1ccc2c(c1)C(=O)/C(=C/c1ccccc1OC)O2
39: COc1ccc(Cl)cc1C1=N/C(=C\c2ccc(F)cc2)C(=O)O1
40: COC(=O)C1OC2OC3(CCCCC3)OC2C2OC3(CCCCC3)OC12 (centres undefined)
compound no. | 33 | 34 | 35 | 36 | 37 | 38 | 39 | 40
FBW7 activator | 0.0 | 1.6 | 0.1 | 0.4 | 0.2 | 0.1 | -0.1 | 0.1
TEAD-YAP inh | 33* | -2 | -48 | 2 | -12 | -3 | 9 | -5
GPR151 ag | -1.3 | -0.5 | -0.2 | 2.1 | -1.8 | 1.7 | 0.6 | 1.1
MITF primary | 9 | 26 | 15 | 1 | 17 | -2 | 0 | -11

41: CC(NC(=O)CCC1(C)CCC(=O)N1)c1ccc(F)cc1 (centres undefined)
42: O=C(O)CN1CCN(Cc2ccc(F)cc2Cl)C1=O
43: C=CCOc1ccc(C2/C(=C(/O)c3ccc(OCC=C)cc3C)C(=O)C(=O)N2Cc2cccnc2)cc1 (centres undefined)
44: O=C(COc1ccc(Cl)cc1Cl)Nc1ccc2c(c1)OCCO2
45: CN1CCN(CCCNC(=O)CCCNC(=O)Cn2cnc3sc4c(c3c2=O)CCCC4)CC1
46: COc1ccc2oc(=O)c(-c3csc(N/N=C/c4ccco4)n3)cc2c1
47: O=C(CC(NS(=O)(=O)c1ccc(Br)cc1)c1cccs1)NCc1ccccc1 (centres undefined)
48: c1csc(CCN2CCC(c3nc(-c4cccs4)no3)CC2)c1
compound no. | 41 | 42 | 43 | 44 | 45 | 46 | 47 | 48
FBW7 activator | -0.1 | 0.0 | -0.1 | 0.0 | 0.1 | 0.1 | -0.1 | -0.1
TEAD-YAP inh | -5 | 3 | -6 | -33 | -4 | 10 | 14 | -12
GPR151 ag | -0.8 | 1.3 | 1.4 | -0.6 | 6.0* | 0.5 | -0.7 | 0.9
MITF primary | -3 | 4 | 18 | 19 | 14 | 13 | 5 | 7

49: CC(=O)c1ccc(NC(=O)C(C)OC(=O)COc2ccc(C#N)cc2)cc1 (centres undefined)
50: COc1cc2ccccc2cc1C(=O)NC(=S)Nc1cccc(C)n1
51: CC(C)N(C(C)C)S(=O)(=O)c1ccc(=O)[nH]c1
52: COc1cc(C2C(C(=O)OC3CCCCC3)=C(C)NC3=C2C(=O)CCC3)cc(Br)c1O (centres undefined)
53: OC(c1ccc2c(c1)CN(Cc1ccc3c(c1)OCO3)CCO2)c1ccccn1 (centres undefined)
54: CCOC(=O)C1=C(C)N=c2s/c(=C\c3ccc(OCc4ccc(Cl)cc4)cc3)c(=O)n2C1c1ccc(C(C)C)cc1 (centres undefined)
55: CN(C)c1nc(Nc2ccccc2)nc(N(C)C)n1
56: COc1ccc(NC(=O)c2ccccc2N)cc1
compound no. | 49 | 50 | 51 | 52 | 53 | 54 | 55 | 56
FBW7 activator | 0.2 | 0.0 | 0.0 | 0.0 | 0.9 | 0.5 | 0.0 | 0.0
TEAD-YAP inh | 0 | -3 | 4 | 3 | 5 | -5 | -19 | 2
GPR151 ag | -0.4 | -0.2 | 1.1 | 0.8 | -1.4 | -0.3 | 1.3 | -2.6
MITF primary | 8 | 10 | 11 | -10 | -68 | 2 | -2 | -1

57: CCCN1CCC(N(C(=O)c2ccc(NC(=O)c3ccccc3)cc2)C2CC2)CC1
58: O=C(NC(NC(=O)c1ccco1)c1ccc(Br)cc1)c1ccco1
59: O=C(CN1C(=O)c2cccc([N+](=O)[O-])c2C1=O)Nc1ccc(Cl)c(Cl)c1
60: NNC(=O)c1cc(-c2ccccn2)nc2ccccc12
61: COc1cccc(/C=C2/SC(=S)N(CCCC(=O)O)C2=O)c1OC
62: COc1ccc(Cn2c(O)c(N=O)c3ccccc32)cc1
63: CN(CCO)Cc1nc(NCC2CCCO2)c2ccc(Cl)cc2n1 (centres undefined)
64: COc1cc(C(=O)NCCc2csc(-c3ccc(Cl)cc3)n2)cc(OC)c1OC
compound no. | 57 | 58 | 59 | 60 | 61 | 62 | 63 | 64
FBW7 activator | -0.2 | 0.5 | -0.3 | 0.0 | -0.2 | 0.0 | -0.1 | 0.6
TEAD-YAP inh | 7 | 3 | 12 | 3 | 80* | 3 | -8 | 3
GPR151 ag | 2.1 | -0.5 | 0.7 | 0.1 | -1.0 | 2.4 | 1.9 | 0.0
MITF primary | 1 | 8 | -1 | 16 | 1 | -6 | -11 | 1

65: CCOC(=O)c1c(-c2ccc(F)cc2)csc1NC(=O)CNCCC(C)C
66: O=C1CCCN1CCn1cnc2c(Nc3ccccc3)nc(N3CCN(Cc4ccc5c(c4)OCO5)CC3)nc21
67: Cc1nn(C)c(C)c1NC(=O)CSc1nccc(-c2ccc(Cl)cc2)n1
68: O=S(=O)(Nc1cccc(-c2cn3ccccc3n2)c1)c1ccccc1
69: O=C(Nc1ccc(Br)cc1)C(=S)N1CCOCC1
70: CCc1ccc(NC(=O)C2CCN(c3c(N4CCCC4)c(=O)c3=O)CC2)cc1
71: COc1cc(Br)ccc1OCC(=O)N/N=C/C=C/c1ccccc1
72: COC(=O)c1cccc(NC(=O)c2cccc(Cl)c2)c1
compound no. | 65 | 66 | 67 | 68 | 69 | 70 | 71 | 72
FBW7 activator | -0.1 | -0.1 | 0.1 | 0.0 | -0.1 | 0.2 | 0.0 | 0.6
TEAD-YAP inh | -10 | 9 | 0 | -5 | -15 | 5 | -3 | -31
GPR151 ag | 1.9 | -0.3 | 1.1 | -0.9 | 0.9 | -1.2 | 1.2 | 1.7
MITF primary | 19 | 5 | 4 | 8 | 8 | -3 | -3 | 16

73: Cc1cc(-n2c(SCc3ccc(F)cc3Cl)nc3ccsc3c2=O)ccc1Cl
74: Cc1ccc(-c2cc(C(=O)Nc3ccc(Br)cc3Br)c3ccccc3n2)o1
75: COc1cc2ncn3c(=O)n(CCC(N)=O)nc3c2cc1OC
76: CCCNC(=O)Cn1cnc2sc(C(=O)Nc3ccc(OCC)cc3)c(C)c2c1=O
77: COc1ccccc1NC(=O)c1cc(S(=O)(=O)N2CCc3ccccc3C2)ccc1F
78: O=C(NCCc1ccc(O)cc1)c1ccnc(NC2CCN(Cc3ccccc3)CC2)c1
79: Cc1ccccc1C(=O)N(c1ccccc1)C1C=CS(=O)(=O)C1 (centres undefined)
80: CCN1CCC[C@H]1CNC(=O)c1c(OC)ccc(I)c1O
compound no. | 73 | 74 | 75 | 76 | 77 | 78 | 79 | 80
FBW7 activator | -0.1 | 0.0 | -0.2 | 0.2 | 0.0 | 0.0 | 0.0 | 0.3
TEAD-YAP inh | -7 | -7 | -3 | -7 | 2 | 7 | 3 | 10
GPR151 ag | 1.2 | -0.2 | 0.8 | -1.4 | 2.8 | 0.5 | 0.1 | 2.9
MITF primary | 1 | 25 | 0 | 8 | -8 | 12 | -1 | 9

Among those listed so far, nine have fluorine:
3: Cc1sc2c(c1C)C(=O)NC(c1ccccc1F)N2 (centres undefined)
19: COc1ccc(S(=O)(=O)N2CCN=C2SCc2ccc(F)cc2)cc1
28: FC(F)(F)c1ccc(N/N=C/c2cccnc2)nc1
39: COc1ccc(Cl)cc1C1=N/C(=C\c2ccc(F)cc2)C(=O)O1
41: CC(NC(=O)CCC1(C)CCC(=O)N1)c1ccc(F)cc1 (centres undefined)
42: O=C(O)CN1CCN(Cc2ccc(F)cc2Cl)C1=O
65: CCOC(=O)c1c(-c2ccc(F)cc2)csc1NC(=O)CNCCC(C)C
73: Cc1cc(-n2c(SCc3ccc(F)cc3Cl)nc3ccsc3c2=O)ccc1Cl
77: COc1ccccc1NC(=O)c1cc(S(=O)(=O)N2CCc3ccccc3C2)ccc1F
compound no. | 3 | 19 | 28 | 39 | 41 | 42 | 65 | 73 | 77
FBW7 activator | 0.0 | 0.1 | 0.0 | -0.1 | -0.1 | 0.0 | -0.1 | -0.1 | 0.0
TEAD-YAP inh | -16 | 1 | -36 | 9 | -5 | 3 | -10 | -7 | 2
GPR151 ag | 2.7 | -1.1 | -2.0 | 0.6 | -0.8 | 1.3 | 1.9 | 1.2 | 2.8
MITF primary | 18 | 3 | 15 | 0 | -3 | 4 | 19 | 1 | -8
